From PubChem BioAssay
PTHR1 agonist – qHTS for PTHR1 Agonists: Primary Screen; HEK293 GP2 PTHR1 cells, GloSensor cAMP luminescence, 1 h; Potency, µM (titrated, usually from 115 µM), for inactives: top-dose activation, actives largely listed as activators; hit rate 0.075% among 410,000; Parathyroid hormone/parathyroid hormone-related peptide receptor (Homo sapiens), Q03431; further: potency means the concentration at half of the fitted maximal effect; nearly all actives have a fitted effect of over 55% in size; some results filed as inactive show a strong effect at the top dose; inactives centre near -15; many of its hits are not listed in these tables
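HEK-293-derived GP2 cells expressing PTHR1 and a GloSensor cAMP reporter, 3,000/well, plated overnight, given luciferin plus IBMX (each 0.5 mM as added) for 1 h at 37 °C, then compound for 1 h at 37 °C. Luminescence was read after 15 min at room temperature.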
D3 antag – qHTS of D3 Dopamine Receptor Antagonist: qHTS | D(3) dopamine receptor (Homo sapiens), P35462 | D3R cells, DiscoveRx beta-arrestin luminescence, antagonist mode; stronger effect = lower value | max response, negative = inhibition, % | hit rate 2.5% among 360,000; in the data active means max response below about -50%; inconclusive means no clear call, values can overlap the other calls; further: on the % scale 0 is the no-effect control and ±100 the full control effect; mostly tested at two doses, the higher about 12 µM
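Cells expressing the human receptor were seeded at 1500 cells/well, incubated overnight at 37 degrees C in 5% CO2, then exposed to library compounds with dopamine controls for 90 minutes at 37 degrees C before luminescent detection.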
pAkt inh – HTS Assay for Inhibitors of Akt Phophorylation: Primary Screen. activity change, % for hits at 50 µM. Neuro2A IGF-stimulated pAkt S473 HTRF, 20 min; stronger effect = lower value. hit rate 0.32% among 360,000; in the data active means activity change below about -80%; inconclusive means mostly about -51% to -80%; further: on the % scale 0 is the no-effect control and ±100 the full control effect
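Neuro2A cells in DMEM with 0.5% FBS, overnight at 37 deg C, given compound at single 50 µM final, then IGF (6 nM final) for 20 min at 37 deg C. Lysed; phospho-Akt Ser473 by HTRF after 24 h, 665/615 ratio.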
CCT modulator – High-Throughput Screening for Modulators of Cytosolic Chaperonin Activity | activity change, % (concentration not given with the values), hits read low | purified chaperonin ATPase assay, HTRF ADP detection, 30 min | hit rate 0.3% among 360,000; in the data active means activity change below about -30%; further: on the % scale 0 is the no-effect control and ±100 the full control effect
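ATPase activity: ADP formed was measured by HTRF Transcreener (665/615 nm ratio) after 30 min at 37 deg C with 10 uM ATP. Compounds screened at one 76 uM concentration against 40 or 20 nM TRiC in Tris pH 7.4/KCl/MgCl2/DTT buffer.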
MmCpn inh – Inhibitors of TCP-1 ring complex (TRiC) of Methanococcus maripaludis (MmCpn): qHTS; hit rate 0.031% among 330,000; Chaperonin Mm-Cpn (Methanococcus maripaludis); Potency, µM (doses to about 76.9 µM), for the others: at the top dose activity, negative = inhibition, most hits filed as inhibitors; purified Mm-Cpn ATPase, ADP Transcreener TR-FRET; further: potency means the concentration at half of the fitted maximal effect; on the % scale 0 is the no-effect control and ±100 the full control effect; nearly all actives have a fitted effect of over 80% in size
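Purified archaeal chaperonin (25 nM final) was preincubated with compound for 10 min at 37°C, then ATP (10 uM final) was added for 30 min at 37°C in Tris pH 7.4/KCl/MgCl2/DTT buffer. ADP was quantified by HTRF Transcreener TR-FRET.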
D3 ag – qHTS of D3 Dopamine Receptor Agonist: qHTS | D(3) dopamine receptor (Homo sapiens), P35462 | D3R DiscoveRx beta-arrestin cells, luminescence, 90 min | max activation, % | hit rate 0.58% among 410,000; in the data active means max activation above about 30%; further: 0% is about no effect; mostly tested at two doses, the higher about 12 µM
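Agonist-mode cell screen: cells plated at 1500/well and incubated overnight at 37 °C, then exposed to library compounds for 90 min at 37 °C. Detection reagent was added for 30–60 min at room temperature, and luminescence was read.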
EPAC2 antagonist – qHTS for Antagonist of cAMP-regulated guanine nucleotide exchange factor 2 (EPAC2): primary screen | hit rate 0.18% among 360,000 | Potency, µM (doses to about 114 µM), without a hit: top-dose activity, negative = inhibition, most hits filed as inhibitors | Rap guanine nucleotide exchange factor 4 (Homo sapiens), Q8WZA2 | EPAC2 GEF exchange of Rap1B-BODIPY-GDP, fluorescence; further: potency means the concentration at half of the fitted maximal effect; on the % scale 0 is the no-effect control and ±100 the full control effect; nearly all actives have a fitted effect of over 45% in size; many of its hits are not listed in these tables
Target sequence (Q8WZA2 whole entry, looked up): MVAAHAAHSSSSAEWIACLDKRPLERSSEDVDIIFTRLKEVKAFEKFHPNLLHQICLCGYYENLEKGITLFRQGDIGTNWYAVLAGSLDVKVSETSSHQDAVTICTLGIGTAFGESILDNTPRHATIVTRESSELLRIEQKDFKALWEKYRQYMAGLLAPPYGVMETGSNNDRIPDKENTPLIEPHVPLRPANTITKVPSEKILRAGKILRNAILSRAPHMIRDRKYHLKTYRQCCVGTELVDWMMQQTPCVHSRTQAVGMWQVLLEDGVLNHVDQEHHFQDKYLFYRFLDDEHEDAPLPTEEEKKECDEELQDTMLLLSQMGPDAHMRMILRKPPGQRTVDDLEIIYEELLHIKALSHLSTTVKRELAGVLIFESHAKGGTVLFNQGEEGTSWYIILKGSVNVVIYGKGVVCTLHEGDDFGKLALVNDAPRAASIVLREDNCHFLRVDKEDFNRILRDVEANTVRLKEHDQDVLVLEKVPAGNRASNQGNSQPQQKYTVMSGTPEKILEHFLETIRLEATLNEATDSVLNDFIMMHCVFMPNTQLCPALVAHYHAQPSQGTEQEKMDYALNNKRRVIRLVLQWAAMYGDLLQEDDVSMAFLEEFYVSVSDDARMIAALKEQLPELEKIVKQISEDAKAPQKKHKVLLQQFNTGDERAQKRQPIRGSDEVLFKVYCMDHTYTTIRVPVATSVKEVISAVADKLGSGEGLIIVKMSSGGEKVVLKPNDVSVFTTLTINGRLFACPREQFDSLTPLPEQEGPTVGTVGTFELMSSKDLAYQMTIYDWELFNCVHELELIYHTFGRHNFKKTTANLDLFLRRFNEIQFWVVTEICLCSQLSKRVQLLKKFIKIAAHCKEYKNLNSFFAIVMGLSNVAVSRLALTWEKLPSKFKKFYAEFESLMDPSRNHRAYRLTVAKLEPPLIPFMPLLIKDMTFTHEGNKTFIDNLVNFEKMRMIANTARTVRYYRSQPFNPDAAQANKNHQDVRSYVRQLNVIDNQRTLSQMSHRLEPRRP
EPAC2 agonist – qHTS for Agonist of cAMP-regulated guanine nucleotide exchange factor 4 (EPAC2): primary screen. EPAC2 activation, biochemical qHTS; response scale: 100% = 6.5 mM cAMP response. hit rate 0.079% among 360,000. Potency, µM (titrated, usually from 154 µM), for the others: top-dose activation, most hits filed as activators. Rap guanine nucleotide exchange factor 4 (Homo sapiens), Q8WZA2; further: potency means the concentration at half of the fitted maximal effect; nearly all actives have a fitted effect of over 50% in size
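Fluorescence exchange assay: 100 nM EPAC2 with 250 nM RAP1B-BODIPY-GDP and 50 uM GDP; compounds tested as a concentration-titration series (qHTS). Loss of Rap1-bound BODIPY-GDP fluorescence read at 480/540 nm; data normalized to 6.5 mM cAMP.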
Starred values were filed as active, the others as inactive; i = inactive; ? = inconclusive; nt = not tested or not shown; & = joins results of further samples; [ ] = remark or other dose. Unless noted, the call rests on the fitted dose curve; in most records, active means well fitted curve in the direction sought with a large enough effect; inconclusive means small, poorly fitted or top-dose-only effect, or another doubt; inactive means no such curve, though single readings can be large; an effect the other way counts as inactive or inconclusive. Only part of the results is shown; rates above refer to the full screens.

SMILES | PTHR1 agonist | D3 antag | pAkt inh | CCT modulator | MmCpn inh | D3 ag | EPAC2 antagonist | EPAC2 agonist
COc1ccc(-n2nc(C(=O)NCC(=O)Nc3cccc(NC(C)=O)c3)c3ccccc3c2=O)cc1 | i | ? | i | -6.5 | -0.5% | -5.0 | -12.9% | 5.2%
CC1CCN(C(=O)Cn2cc(S(=O)(=O)CC(=O)N3CCOCC3)c3ccccc32)CC1 | -0.4% | -8.7 | i | -2.1 | nt | -3.3 | 6.6% | -3.5%
COc1cccc(C(=O)NCCS(=O)(=O)N2CCCCCC2)c1 | i | -25.6 | i | -2.3 | 0.5% | -1.4 | 0.1% | 2.0%
CCN(CC)C(=O)c1sc2nc(N3CCOCC3)c3c(c2c1N)CCCC3 | i | 22.9 | i | -1.2 | -0.5% | -1.0 | -3.1% | 7.9%
CC(C)C(NC(=O)c1ccc(C(C)(C)C)cc1)C(=O)O (centres undefined) | i | -8.2 | nt | -1.0 | 0.4% | 1.2 | 17.8% | 8.9%
O=C(Nc1ccc(S(=O)(=O)Nc2ncccn2)cc1)c1ccc(Br)o1 | i | 11.0 | i | -1.1 | -2.7% | 3.2 | 5.8% | 5.3%
CCOc1ccc(CN2CCN(C(=O)c3cccc(F)c3)CC2)cc1 | i | ? | i | 0.0 | 1.1% | -21.0 | -2.1% | 13.1%
CC(C)(C)N1C(=O)c2ccc(C(=O)NCc3ccco3)cc2C1=O | -23.1%[57.5 µM] | -24.4 | i | -0.4 | 1.6% | -1.6 | -1.0% | -9.2%
Cc1noc(C)c1CSc1nnc(-c2cc(Cl)ccc2Cl)n1N | -3.3% | -10.7 | i | 0.8 | 1.9% | 1.8 | -2.3% | 15.2%
O=C(NCc1nnc(SCC(=O)N2CCOCC2)o1)c1ccccc1F | i | 7.2 | i | 0.6 | -1.7% | 4.3 | 0.8% | 5.3%
CC1=C(C(=O)OCc2ccccc2)C(c2ccccc2Cl)NC(=O)N1C (centres undefined) | -40.3%[inhibitor] | 13.5 | i | -3.9 | 0.5% | -1.7 | -19.3% | 21.0%
Cc1cc(C)cc(NC(=O)C2CCN(S(=O)(=O)c3ccc4[nH]c(=O)ccc4c3)CC2)c1 | -3.7% | 16.0 | i | -1.2 | -2.7% | 1.7 | 9.9% | 4.2%
CCN(C(=O)COC(=O)C1CCN(S(=O)(=O)c2ccc(C)c(C)c2)CC1)C1CCCCC1 | -31.9%[inhibitor] | -3.5 | i | 1.8 | 3.5% | 2.7 | -4.5% | 20.6%
CCOc1ccc(S(=O)(=O)Nc2ccc(S(=O)(=O)Nc3cc(OC)ccc3OC)cc2)cc1 | i | -25.7 | i | 1.1 | 0.2% | -15.4 | -14.7% | 18.0%
Cc1ccccc1Nc1cc2ccccc2c(=O)[nH]1 | -10.2% | -8.9 | i | 2.5 | -3.5% | 0.4 | ? | 20.0%
CCOC(=O)N1CCC(N(CCCOC)C(=O)Nc2cccc(OC)c2)CC1 | -4.6%[57.5 µM] | 17.8 | i | 0.3 | 0.6% | -7.3 | -2.3% | -5.3%
CCCCSc1nc2c([nH]1)c(=S)n(C)c(=O)n2C | -9.9% | -4.5 | i | -1.2 | nt | 5.8 | 5.8% | 22.3%
C/C(=N\NC(=O)c1ccc(CN2CCc3ccccc3C2)cc1)c1ccccc1O | -36.2%[inhibitor] | -28.4 | i | -2.7 | -2.8% | -2.3 | -22.3% | 6.0%
CC(=O)C(Cc1ccccc1)NC(=O)CN(C)Cc1ccccc1Cl (centres undefined) | i | 1.8 | i | -1.4 | 0.5% | 3.4 | 5.6% | 2.6%
CCCn1c(N)c(N(CCOC)C(=O)c2ccc([N+](=O)[O-])c(C)c2)c(=O)[nH]c1=O | -3.1% | -9.5 | i | -3.0 | 2.4% | -2.0 | 29.2% | 7.9%
COc1cccc(CC(=O)NNC(=O)c2c(-c3ccccc3)noc2C)c1 | i | 24.5 | i | 0.9 | 0.8% | 10.2 | -2.3% | 5.7%
O=C(O)C(Cc1c[nH]c2ccccc12)NS(=O)(=O)c1ccc2ccccc2c1 (centres undefined) | -17.9% | -10.6 | i | 1.6 | 0.0% | -1.5 | ? | -9.6%
COc1cccc(CN(C(=O)c2ccccc2Br)C2CCS(=O)(=O)C2)c1 (centres undefined) | i | -11.9 | i | 0.3 | 0.5% | -8.7 | 3.5% | 1.7%
CCc1nc(Nc2ccccc2OC)c2oc3ccccc3c2n1 | i | 33.5 | i | -0.6 | -2.3% | 0.9 | -13.0% | 5.7%
COc1cccc(CNCCO)c1OCc1ccc(Cl)cc1 | i | 5.0 | i | 0.1 | -2.2% | -6.3 | 1.3% | 9.9%

Gathered by group, those above containing a COOH group.
SMILES | PTHR1 agonist | D3 antag | pAkt inh | CCT modulator | MmCpn inh | D3 ag | EPAC2 antagonist | EPAC2 agonist
CC(C)C(NC(=O)c1ccc(C(C)(C)C)cc1)C(=O)O (centres undefined) | i | -8.2 | nt | -1.0 | 0.4% | 1.2 | 17.8% | 8.9%
O=C(O)C(Cc1c[nH]c2ccccc12)NS(=O)(=O)c1ccc2ccccc2c1 (centres undefined) | -17.9% | -10.6 | i | 1.6 | 0.0% | -1.5 | ? | -9.6%

Next section
SMILES | PTHR1 agonist | D3 antag | pAkt inh | CCT modulator | MmCpn inh | D3 ag | EPAC2 antagonist | EPAC2 agonist
Cc1ccccc1-c1coc2cc(O)ccc2c1=O | i | 2.0 | i | -0.5 | 0.2% | 5.9 | -3.9% | 0.2%
O=C(Nc1ccc(SC(F)F)cc1)c1ccc(F)cc1 | -37.2%[inhibitor] | -3.2 | i | -3.1 | -1.8% | 1.3 | 3.6% | 7.2%
O=S(=O)(Nc1nc2ccccc2s1)c1ccc(Cl)s1 | -82.1%[inhibitor][57.5 µM] | 10.4 | i | 2.2 | -0.6% | 2.9 | -9.2% | -12.9%
CN1CCN(c2ccc(CNS(=O)(=O)c3ccc(Cl)cc3)cc2)CC1 | i | 5.6 | i | -2.8 | -1.0% | -6.6 | 2.0% | -1.9%
C=CCOc1c(Br)cc(/C=C2/NC(=S)N(C(C)=O)C2=O)cc1OC | 1.2% | -12.0 | i | -3.5 | 1.0% | 3.9 | -12.8% | 4.7%
COc1ccc(CNC(=O)CCn2c(=O)oc3ccccc32)c(OC)c1 | i | 17.5 | i | 0.3 | 2.1% | 6.3 | -2.1% | 0.8%
CC(=O)Nc1ccc(S(=O)(=O)NC(CC(=O)NCCCN2CCOCC2)C(C)C)cc1 (centres undefined) | i | 23.4 | i | -0.6 | -0.4% | 0.0 | 3.1% | -5.9%
COc1ccc(-n2nc(C(=O)NCC(=O)NCCCN3CCN(C)CC3)c3ccccc3c2=O)cc1OC | -23.5% | -25.1 | i | 0.2 | 0.3% | -12.0 | 17.7% | 11.5%
COc1ccc(CC(=O)OCC(=O)Nc2c(C)n(C)n(-c3ccccc3)c2=O)cc1OC | -38.2%[inhibitor] | -7.1 | i | 2.9 | -1.0% | 0.1 | 0.1% | 7.6%
CN(C)/C=N/c1ncc(-c2ncc(C(F)(F)F)cc2Cl)cn1 | i | 8.7 | i | 0.1 | 1.9% | 6.1 | 10.5% | -5.7%
O=C(COC(=O)c1cccc(OC(F)F)c1)NC1CCCC1 | i | 3.5 | i | 0.4 | 0.2% | 4.4 | 0.9% | -0.4%
COc1cccc(-c2nnc(SCC(=O)N(C(C)C)C(C)C)o2)c1 | -12.0%[57.5 µM] | 16.6 | i | 0.3 | 2.4% | 26.6 | 5.6% | -4.6%
CCCCNC(=O)CCc1c(C)nc2c(c(C)nn2-c2ccccc2)c1C | -23.3% | -4.4 | i | -0.3 | 1.9% | 3.9&-0.2 | -11.3% | 0.9%
COc1ccccc1Cn1c(=S)[nH]c2cc(C(=O)NCCCN3CCOCC3)ccc2c1=O | i | -5.8 | i | -0.5 | 0.7% | -20.5 | -12.9% | -2.8%
Cc1cc(C)n(-c2ccccc2[N+](=O)[O-])n1 | -3.7% | 0.0 | i | -1.7 | -3.1% | -9.1 | -3.6% | 8.3%
CC(C)(C)c1ccc(C(=O)Cn2nc(C(=O)O)c3ccccc3c2=O)cc1 | i | 29.9 | i | 3.7 | 0.6% | -4.4 | 33.4%[activator] | -9.0%
Cc1ccc2c(c1)N(C(=O)CCC(=O)NC1CCC(C)CC1)CCO2 (centres undefined) | i | -95.9* | i | -0.2 | -2.8% | -12.0 | 7.2% | 1.1%
Cc1onc(-c2ccccc2Cl)c1C(=O)N1CCN(C/C=C/c2ccccc2)CC1 | -12.8%[57.5 µM] | -14.5 | i | 4.5 | 1.4% | -5.1 | -7.7% | 10.7%
COC(=O)[C@]12CCCCC=C1N(Cc1ccccc1)C(=O)[C@H](CC(=O)NCc1cccs1)C2 | -41.4%[inhibitor] | 7.3 | i | -0.9 | nt | 0.4 | -13.8% | 3.3%
CCCCNC(=O)C1(C)CCN1C(=O)c1csnn1 (centres undefined) | i | 17.4 | i | -0.8 | nt | 4.1 | -2.7% | 2.3%
C#CCOCCOCCOCCNc1nc(N2CCN(C(=O)CCCCCCCCCCNC(=O)[C@H]([C@@H](C)CC)n3cc(CCCCCN)nn3)CC2)nc(N2CCN(C(=O)CCCCCCCCCCNC(=O)[C@H](CCCCN)n3cc(CCCC(=O)O)nn3)CC2)n1 | 0.3% | -4.2 | i | -2.0 | 2.6% | 41.6* | 25.6% | -2.7%
CN(C(=O)c1cnccn1)c1nnc(-c2cnccn2)s1 | -8.8%[57.5 µM] | 26.9 | i | -0.4 | -0.5% | 3.9 | 2.9% | -1.1%
CCC(=O)NC(c1ccc([N+](=O)[O-])cc1)c1c(O)ccc2ccccc12 (centres undefined) | -29.1% | -27.7 | i | 1.3 | 0.5% | -6.7 | -1.3% | -10.5%
CC1(NC(=O)CCS(=O)(=O)c2ccc(Cl)cc2)CCS(=O)(=O)C1 (centres undefined) | -6.9% | -3.0 | i | 0.6 | 0.9% | 3.6 | 1.5% | 4.2%
